Bioassay records (PubChem)
MEKK3 PB1 HTS: MEKK3-MEK5 PB1 interaction, increase or decrease; Q99759; bead-based flow cytometry, Alexa488-MEK5 binding to MEKK3; actives lie on both sides; 0 = blocked by unlabeled MEK5, 100 = vehicle; AID 1529; binding response (% of control), % at 10 µM; actives 1.4% (n = 290,000);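 active means binding response more than 3 SD above or below the average of its plate-row segment, actives on both sides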;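 further: Alexa488 bead fluorescence after subtracting the streptavidin-only scavenger bead signal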
GalR3 antag: antagonists of human GalR3; HEK293 GalR3-CNG cAMP membrane potential fluorescence; galR3 body fused to GalR1 C-terminus; AID 651719; O60755; actives 0.44% (n = 360,000); inhibition, % at 3 µM;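 active means inhibition above the screen-wide average plus 3 SD, cut at about 13% in these data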;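 further: forskolin and galanin both at EC90 stimulate the cells; cAMP rise reported by CNG channel membrane potential dye signal; 0% = forskolin plus galanin with DMSO and 100% = forskolin alone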
Target sequence (O60755 1-299 limits assumed): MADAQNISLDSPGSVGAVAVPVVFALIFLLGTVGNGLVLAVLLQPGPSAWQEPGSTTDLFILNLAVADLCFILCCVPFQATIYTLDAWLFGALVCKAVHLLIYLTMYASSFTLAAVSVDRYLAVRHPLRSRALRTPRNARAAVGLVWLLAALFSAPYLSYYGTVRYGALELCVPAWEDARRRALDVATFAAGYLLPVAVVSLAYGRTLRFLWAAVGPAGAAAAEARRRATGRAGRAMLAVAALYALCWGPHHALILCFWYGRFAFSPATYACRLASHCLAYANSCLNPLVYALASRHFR
CRFBP-R2 block: blocks CRF-induced signaling of the CRF-BP/CRF-R2 complex; HEK293 CRF-R2/CRF-BP, CRF-induced calcium fluorescence; inhibition, % at 11.8 µM; actives 0.59% (n = 350,000); AID 588475;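 active means inhibition of the ligand-induced calcium signal above about 50% at the single tested concentration, limit read from the data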
IDE cell activ: IDE (human) activation, cell-based. P14735. HEK cells, FAbeta-B cleavage, fluorescence polarization; 0% vehicle, 100% cell-free pure enzyme wells. activation, % at 5.96 µM. actives 0.073% (n = 340,000). AID 493087;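 active means activation above the mean of all tested compounds plus 3 SD, set per screening campaign, cut at about 17% in these data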
CRFR2-BP ag: agonists of human CRF-binding protein/CRF-R2 receptor complex | activation, % at 13.2 µM | actives 0.46% (n = 350,000) | HEK293 CRF-R2/CRF-BP, calcium dye fluorescence (FLIPR); percent of saturating CRF peptide response;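 active means activation of at least 50%, plus an integration ratio under a set limit after plate pattern correction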;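 further: plate controls were neutral control wells without compound for no effect and CRF at EC100 for full effect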
PHOSPHO1 block: blocks human PHOSPHO1 phosphatase activity; inhibition, % at 13.3 µM; AID 1565; recombinant PHOSPHO1, absorbance phosphatase assay; actives 1.1% (n = 290,000); Q8TCT1; in the data active means inhibition above about 60%
Target sequence (Q8TCT1 whole entry, looked up): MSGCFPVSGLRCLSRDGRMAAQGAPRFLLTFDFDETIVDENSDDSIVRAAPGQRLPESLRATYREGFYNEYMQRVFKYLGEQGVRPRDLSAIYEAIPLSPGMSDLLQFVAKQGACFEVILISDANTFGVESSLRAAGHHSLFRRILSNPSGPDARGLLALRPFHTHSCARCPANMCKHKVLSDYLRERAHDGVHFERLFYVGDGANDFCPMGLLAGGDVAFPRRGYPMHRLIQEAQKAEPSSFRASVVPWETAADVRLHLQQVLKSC
IDE cell inh: cellular human IDE inhibition | P14735 | HEK cells, FAbetaB cleavage, fluorescence polarization | inhibition, % at 5.59 µM | actives 0.41% (n = 320,000) | AID 434962;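 active means percent inhibition above the average of all tested compounds plus 3 SD, set per screening campaign, cut at about 16% in these data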;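 further: IDE supplied by intact live HEK cells; FP after avidin binding of uncleaved biotin substrate so inhibition keeps polarization high; 0% = DMSO wells and 100% = 60 µM reference IDE inhibitor Ii1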
CHRM4 PAM: positive allosteric modulators of human muscarinic M4 receptor | P08173 | CHO-K1 hM4/Gqi5, Fluo-8 calcium fluorescence, ACh EC20; 0% = ACh EC20, 100% = maximal ACh | activation, % at 3 µM | actives 0.4% (n = 360,000) | AID 624126;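 active means activation above its plate's cutoff, the mean activation of sample wells plus 3 SD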; further: some results filed as inactive read as strong as hits
pCIP destab: compounds decreasing mouse p/CIP protein stability | decrease of EGFP signal, % at 10 µM | F442A p/CIP-EGFP cells, EGFP fluorescence, 16 h | actives 0.01% (n = 290,000);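 active means EGFP signal decrease of at least 30% at 10 µM or well 3 SD below plate mean, unless failing retest; inactive means the rest, including hits failing retest or dose response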; further: some compounds called inactive have numbers as strong as hits; many of its hits are not listed in these tables
* = called active by the depositor; / = not tested or not shown.

SMILES	MEKK3 PB1 HTS	GalR3 antag	CRFBP-R2 block	IDE cell activ	CRFR2-BP ag	PHOSPHO1 block	IDE cell inh	CHRM4 PAM	pCIP destab
CC(=O)c1cccc(S(=O)(=O)N2CCCC(c3nc4c(nnn4Cc4ccc(C)cc4)c(=O)[nH]3)C2)c1 (centres undefined)	98	1	-4	8	0.7	24	0	1	-8
Cc1cc(N2CCOCC2)nc(C(C)C)n1	104	-2	-15	9	2.4	0	1	9	9
COc1ccc(-c2nnc3sc(-c4cccs4)nn23)cc1OC	103	2	2	4	-0.5	1	0	-3	-6
CCCCNC(=O)c1ccc(C)c(NC(=O)C2=C(C)OCCS2)c1	107	-10	-4	1	0.5	50	3	-1	-2
COc1ccc(OC)c(NC(=O)N2CCCc3ccccc32)c1	100	-2	21	2	-1.8	21	/	3	2
COC(=O)c1cc(C#N)c(NCc2ccccc2)nc1C	99	-1	54*	4	6.4	15	-3	9	-4
CN(C)S(=O)(=O)c1ccc(NC(=O)C2CC(=O)N(Cc3ccccc3Cl)C2)cc1 (centres undefined)	/	-2	-17	1	-0.2	/	5	2	/
OCCNCCCCOc1cccc(Br)c1	99	-1	-3	-2	-1.5	10	-6	6	3
NC(=O)CNCCC(c1ccccc1)c1ccccc1	/	-2	-15	5	-0.7	/	-1	-3	/
CCOc1ccccc1N1CCN(C(=O)c2cn(CC3CCCCC3)nn2)CC1	100	0	-17	3	-0.2	-30	/	-4	-4
COc1ccc(CCNC(=O)/C(C#N)=C2\N=C(NC(=O)c3ccco3)c3ccccc32)cc1	99	-7	-29	/	6.8	-1	4	1	-3
CSc1ccc(CCNC(=O)CCc2nnc3ccc(N4CCOCC4)nn23)cc1	100	-2	20	6	-1.9	-37	-1	-4	-6

Among those listed so far, these have an aryl methoxy group.
SMILES	MEKK3 PB1 HTS	GalR3 antag	CRFBP-R2 block	IDE cell activ	CRFR2-BP ag	PHOSPHO1 block	IDE cell inh	CHRM4 PAM	pCIP destab
COc1ccc(-c2nnc3sc(-c4cccs4)nn23)cc1OC	103	2	2	4	-0.5	1	0	-3	-6
COc1ccc(OC)c(NC(=O)N2CCCc3ccccc32)c1	100	-2	21	2	-1.8	21	/	3	2
COc1ccc(CCNC(=O)/C(C#N)=C2\N=C(NC(=O)c3ccco3)c3ccccc32)cc1	99	-7	-29	/	6.8	-1	4	1	-3

Retrieved by structure from the entries so far, five records:
SMILES	MEKK3 PB1 HTS	GalR3 antag	CRFBP-R2 block	IDE cell activ	CRFR2-BP ag	PHOSPHO1 block	IDE cell inh	CHRM4 PAM	pCIP destab
Cc1cc(N2CCOCC2)nc(C(C)C)n1	104	-2	-15	9	2.4	0	1	9	9
CSc1ccc(CCNC(=O)CCc2nnc3ccc(N4CCOCC4)nn23)cc1	100	-2	20	6	-1.9	-37	-1	-4	-6
OCCNCCCCOc1cccc(Br)c1	99	-1	-3	-2	-1.5	10	-6	6	3
NC(=O)CNCCC(c1ccccc1)c1ccccc1	/	-2	-15	5	-0.7	/	-1	-3	/
CCOc1ccccc1N1CCN(C(=O)c2cn(CC3CCCCC3)nn2)CC1	100	0	-17	3	-0.2	-30	/	-4	-4

Look-ups from above.
COc1ccc(CCNC(=O)/C(C#N)=C2\N=C(NC(=O)c3ccco3)c3ccccc32)cc1 in CHRM4 PAM has 1
CSc1ccc(CCNC(=O)CCc2nnc3ccc(N4CCOCC4)nn23)cc1 in PHOSPHO1 block has -37
CC(=O)c1cccc(S(=O)(=O)N2CCCC(c3nc4c(nnn4Cc4ccc(C)cc4)c(=O)[nH]3)C2)c1 (centres undefined) in PHOSPHO1 block has 24

Carrying on.
SMILES	MEKK3 PB1 HTS	GalR3 antag	CRFBP-R2 block	IDE cell activ	CRFR2-BP ag	PHOSPHO1 block	IDE cell inh	CHRM4 PAM	pCIP destab
Cc1ccc(C(=O)N/C(=C/c2cccs2)C(=O)NCC2CCCO2)cc1 (centres undefined)	98	-5	15	4	2.2	28	0	9	-1
CCc1cc(C(=O)Nc2ccc(OC)nc2)sc1C	/	-5	/	-15	/	/	3	-4	/
O=C(COc1ccc2c(c1)C(=O)CC1(CCCCC1)O2)NCc1ccccc1	98	-3	-7	6	0.3	-12	4	-10	-1
CN(C)c1ccc(C(C[N+](=O)[O-])c2c(N)n(C)c(=O)n(C)c2=O)c(F)c1C#N (centres undefined)	98	-6	-1	-1	0.5	35	2	-6	9
CC(C)NC(=O)CSc1nnc(C2CC2)n1-c1ccccc1	102	2	10	-1	-0.2	15	1	2	3
O=C(Cc1ccccc1[N+](=O)[O-])NNC(=O)c1cccs1	/	-6	3	1	-0.3	/	1	-1	/
Cc1sc2nc(CSC(C)C(=O)Nc3ccc(C#N)cc3)[nH]c(=O)c2c1C (centres undefined)	/	-6	-22	-3	3.4	/	1	0	/
CCC1SC(C)C/C(=N/NC(N)=O)C1C (centres undefined)	103	3	-18	0	2.3	40	-1	-2	-9
CCn1c(SCC(=O)N2CCCC(C)C2)nc2c1c(=O)n(C)c(=O)n2C (centres undefined)	102	-7	4	0	-0.8	10	0	-9	-2
CCOc1cc2c3c(c1)C1(C(=O)N3C(C)(C)C=C2C)C(C#N)=C(N)Oc2cc(O)ccc21 (centres undefined)	99	-5	16	5	-1.2	38	2	3	2
COc1ccc(NC(=O)c2c(Nc3ccccc3)sc(C(=O)c3ccc(F)cc3)c2N)cc1	/	-7	10	6	9.4	23	1	-14	-32
Cc1ccc(-n2nc(C)c3c(C)cc(=O)[nH]c32)cc1	102	-4	-10	12	1.3	23	-4	17	5
Cc1ccc(C)c(NC(=O)C2(C)CC3c4ccccc4C2c2ccccc23)c1 (centres undefined)	101	0	45	2	-2.5	-9	3	5	-13
O=C1C(Oc2ccc(Cl)cc2)C(c2ccc3c(c2)OCO3)N1CC1CCCO1 (centres undefined)	98	-9	-2	3	-0.3	17	6	-8	-12
Cc1ccc2c(c1)C(=O)OC1(O)C3C4C=CC(C4)C3C(=O)N21 (centres undefined)	121	-3	27	6	0.3	-22	12	4	-13
O=C(NCCc1ccc(F)cc1)c1coc(=O)c(Br)c1	100	-11	7	3	-0.8	42	-1	3	-17
C/C=C/c1ccc2c(c1)O[C@H](CN(C)C(=O)NC1CCCC1)[C@H](C)CN([C@H](C)CO)S2(=O)=O	/	-6	-4	/	0.2	/	/	-1	/
COc1ccc(-n2cc(CNCCCn3ccnc3)c(-c3cccc(F)c3)n2)cc1	100	-5	-53	-2	2.5	24	1	-3	16
O=c1oc2ccccc2c(NCc2ccccc2)c1[N+](=O)[O-]	83	-6	14	5	0.0	-21	-3	-7	-6
O=C(Nc1cccc(Cl)c1)N(CCN1CCOCC1)Cc1ccccc1F	103	-4	-42	6	1.6	14	0	-4	9
O=S(=O)(NCCSc1ccccn1)c1ccc(Br)cc1	95	-5	27	1	0.4	40	4	-5	-3
CCN(CCCNC(=O)CCn1c(=S)[nH]c2cc3c(cc2c1=O)OCO3)c1cccc(C)c1	100	-2	4	3	-1.2	28	1	-2	-8
O=C(NC(Cc1ccccc1)C(=O)O)OCC1c2ccccc2-c2ccccc21 (centres undefined)	105	-8	17	2	-0.3	39	-1	4	-7
COc1ccc(NC(=O)C2CC(c3ccc(OC)c(OC)c3)=NO2)cc1OC (centres undefined)	79	-5	-4	-3	-2.5	32	0	9	3
COC(=O)C1=C(C)N(c2ccc(OC)cc2)C(C)=C(C(=O)OC)C1c1ccc(OC)cc1	92	-3	29	/	-0.4	36	-5	-1	-4
CC(C)CN1C(=O)NC(NC(=O)c2ccco2)(C(F)(F)F)C1=O (centres undefined)	102	-4	-1	0	-0.6	8	4	4	-9
O=C1NC(=O)C2(CCCc3ccc([N+](=O)[O-])cc32)N1 (centres undefined)	/	-5	2	/	-1.4	/	/	-4	/
CSc1ccc(CN(C)CC(=O)NC(C)c2ccccc2)cc1 (centres undefined)	69	-8	7	3	-4.0	-8	2	-1	-1
COc1ccc(C(=O)NNC(=O)CCC(=O)NNC(=O)c2ccc(OC)cc2)cc1	105	-10	-13	-1	0.7	49	1	-3	-7
Cc1ccc(O)c(C(=O)c2cc(C#N)c(=O)n(C(C)c3ccccc3)c2)c1 (centres undefined)	96	-3	0	2	-1.0	-10	8	-4	7
Cc1ccc(-c2nc3cc(NC(=O)C(C)C)ccc3o2)cc1	101	-1	-8	-1	-1.6	10	0	-8	-3
NC(=O)C1=C[C@H](c2csc3ccccc23)C[C@H](OCc2ccc(CO)cc2)O1	96	-4	-17	-5	16	-16	3	-12	-4
CCOC(=O)Cc1csc(NS(=O)(=O)c2ccc(Br)cc2)n1	102	0	7	-4	-1.9	-4	-1	-2	8
COC(Cc1nnc(SC)n1-c1ccccc1)OC	100	1	10	0	-2.1	-3	3	26	1
CCNCC(=O)N1c2ccccc2CCc2ccc(NC(C)=O)cc21	93	-5	28	1	-0.2	-13	-1	0	6
COc1ccc(C2c3[nH]c4ccccc4c3CCN2C(=O)c2cc3ncccn3n2)c(F)c1 (centres undefined)	102	-5	-19	-2	1.6	-3	5	-13	6
COc1ccc(NCC(=O)Nc2cccc(C(F)(F)F)c2)cc1S(=O)(=O)N1CCOCC1	/	0	1	-2	-1.7	/	2	11	/
O=C(NCC1CCCO1)c1cccc(C(=O)NCC2CCCO2)c1 (centres undefined)	102	-6	7	3	-0.6	14	1	6	-6
COc1ccc(C2/C(=C(/O)c3ccccc3)C(=O)C(=O)N2c2ccccn2)c(OC)c1 (centres undefined)	101	-1	5	-1	0.3	26	9	10	-4
CCOC(=O)N/N=C1\CCc2ccccc21	102	-2	11	0	0.2	7	5	-2	1
CC(Oc1ccc2c(-c3ccccc3)cc(=O)oc2c1)C(=O)NCC(O)c1ccccc1 (centres undefined)	103	1	-8	-4	2.5	29	2	5	-2
O=C(NCCCN1CCOCC1)c1ccccc1-c1ccccc1	102	-1	-3	2	2.0	-8	-4	1	-3
CN(C(=O)c1ccc(Cl)c(S(=O)(=O)N2CCOCC2)c1)c1ccccc1C(=O)O	91	0	4	-1	0.1	-26	4	-4	1
CCc1ccccc1NC(=O)CN(C)C(=O)Cn1ncc(Cl)c(Cl)c1=O	133*	-3	20	-1	-0.3	-3	-1	4	-12
O=c1cc(N2CCC3(CC2)OCCO3)[nH]c(=O)n1C1CCCCC1	104	-3	14	4	3.8	16	-1	-1	-24
O=C(/C=C/Nc1ccccc1)c1ccc(Cl)cc1Cl	99	-9	-9	2	0.5	14	6	-5	-8
CC(=O)c1c(C)cc(C)c(CSc2ccccn2)c1C	104	-10	1	-3	-0.5	/	4	-1	-6

Rows are unselected (roughly 4.2% active in at least one column).
